RECQ1 inh – qHTS Assay for Inhibitors of RecQ-Like Dna Helicase 1 (RECQ1) | ATP-dependent DNA helicase Q1 (Homo sapiens), P46063 | RECQ1 DNA unwinding, red fluorescence kinetic read | Potency, µM (doses to about 57.3 µM), for the others: top-dose activity, negative = inhibition, hits mostly inhibitors | hit rate 0.54% among 240,000;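 also: plate controls were vehicle for no effect and no enzyme for full effect; nearly all actives have a fitted effect of over 30% in size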
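50 nM RECQ1T1 preincubated 15 min with compound in Tris pH 8.0 buffer with MgCl2, DTT, Tween-20 and 2.5 ug/ml poly(dI-dC); started with 200 nM TAMRA/BHQ-2 forked duplex and 2 mM ATP. Unwinding read as fluorescence (525/598 nm), two reads 2 h apart.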
RGS12 GoLoco inh – qHTS Assay for Inhibitors of RGS12 GoLoco Motif Activity (Red Fluorophore); Potency, µM (doses to about 61.6 µM), without a hit: at the highest dose activity, negative = inhibition, actives largely listed as inhibitors; hit rate 0.44% among 230,000; Gai1:RGS12 GoLoco peptide FP, rhodamine, 10 min; Guanine nucleotide-binding protein G(i) subunit alpha-1 (Homo sapiens), P63096; active = well fitted inhibition curve with a large enough effect, not every such curve was filed as active; inactive = no such curve, though single readings can be large or run the other way; also: nearly all actives have a fitted effect of over 30% in size; many of its hits are not listed in these tables
Target sequence (P63096 whole entry, looked up): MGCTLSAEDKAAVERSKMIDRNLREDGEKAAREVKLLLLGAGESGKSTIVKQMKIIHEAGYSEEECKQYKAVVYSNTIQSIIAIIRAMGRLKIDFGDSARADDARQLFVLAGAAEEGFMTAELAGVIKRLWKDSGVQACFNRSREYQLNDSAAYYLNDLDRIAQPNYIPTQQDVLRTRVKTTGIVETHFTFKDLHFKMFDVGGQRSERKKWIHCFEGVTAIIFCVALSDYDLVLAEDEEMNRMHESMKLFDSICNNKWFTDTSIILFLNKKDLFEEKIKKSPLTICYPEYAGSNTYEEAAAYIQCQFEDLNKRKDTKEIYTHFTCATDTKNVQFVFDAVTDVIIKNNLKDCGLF
TRb SRC2 PPI – qHTS for Inhibitors of the Interaction of Thyroid Hormone Receptor and Steroid Receptor Coregulator 2; Thyroid hormone receptor beta (Homo sapiens), P10828; TRbeta-SRC2 peptide binding, fluorescence polarization; receptor liganded with 1 µM T3; Potency, µM (doses to about 106 µM), for the others: top-dose activity change, negative = inhibition, actives largely listed as inhibitors; hit rate 0.065% among 280,000; AID 1469, 2008;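 also: plate controls were bound peptide for no effect and peptide without receptor for full effect; nearly all actives have a fitted effect of over 50% in size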
Target sequence (P10828 whole entry, looked up): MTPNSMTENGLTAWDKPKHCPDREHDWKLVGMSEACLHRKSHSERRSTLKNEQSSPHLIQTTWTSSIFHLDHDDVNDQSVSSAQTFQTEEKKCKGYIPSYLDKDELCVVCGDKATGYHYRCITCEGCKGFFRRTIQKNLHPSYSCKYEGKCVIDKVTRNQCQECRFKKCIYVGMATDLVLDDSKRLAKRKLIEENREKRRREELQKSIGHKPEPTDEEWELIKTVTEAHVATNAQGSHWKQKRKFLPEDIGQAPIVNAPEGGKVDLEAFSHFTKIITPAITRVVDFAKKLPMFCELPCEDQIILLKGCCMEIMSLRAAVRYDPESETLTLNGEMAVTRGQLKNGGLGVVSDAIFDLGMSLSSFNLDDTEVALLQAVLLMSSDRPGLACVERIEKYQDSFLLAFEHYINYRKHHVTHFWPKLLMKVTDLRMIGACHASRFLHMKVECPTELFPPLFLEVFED
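Polarization signal, normalized between peptide-alone and full complex controls, measured compound effects on T3-liganded human TRb LBD (0.6 uM) binding 20 nM Texas Red SRC2 peptide after 5 hr.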
TR SRC2 fluor cs – Total Fluorescence Counterscreen for Inhibitors of the Interaction of Thyroid Hormone Receptor and Steroid Receptor Coregulator 2; TRb/SRC2 Texas Red total fluorescence interference; Potency, µM (doses to about 106 µM), for the others: top-dose fluorescence change, negative = quenching; hit rate 0.29% among 280,000; active = well fitted curve in either direction with a large enough effect; inconclusive = small, poorly fitted or top-dose-only effect
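Human TRb ligand-binding domain at 0.6 uM with 20 nM Texas Red SRC2 peptide in Tris buffer containing 1 uM T3 and 5% DMSO, incubated with compound 5 h at ambient temperature. Total fluorescence (555/632 nm) calculated as parallel + 2 × perpendicular.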
JMJD2E inh – qHTS Assay for Inhibitors of Human Jumonji Domain Containing 2E (JMJD2E). AID 2147, 2009. hit rate 1.6% among 230,000. Potency, µM (highest dose often 57.1 µM), for inactives: top-dose activity change, negative = inhibition, most hits filed as inhibitors. JMJD2E catalytic domain, FDH-coupled NADH fluorescence (FDH is formaldehyde dehydrogenase). Lysine-specific demethylase 4E (Homo sapiens), B2RXH2; active = well fitted inhibition curve with a large enough effect, not every such curve was filed as active; inconclusive = small, poorly fitted or top-dose-only effect, or another doubt; inactive = no such curve, though single readings can be large or run the other way;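 also: 0% = wells with enzyme and -100% = buffer wells without enzyme; nearly all actives have a fitted effect of over 50% in size; many of its hits are not listed in these tables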
Tau ThT inhib – qHTS for Inhibitors of Tau Fibril Formation, Thioflavin T Binding; hit rate 2.1% among 270,000; recombinant tau K18 P301L (four-repeat tau fragment), heparin-induced fibrillization, ThT fluorescence; AID 1460, 2008; Microtubule-associated protein tau (Homo sapiens), P10636; Potency, µM (doses to about 57.4 µM), without a hit: at the highest dose activity, negative = inhibition, usual class: inhibitors; also: nearly all actives have a fitted effect of over 55% in size
Target sequence (P10636 561-689 P618L limits assumed): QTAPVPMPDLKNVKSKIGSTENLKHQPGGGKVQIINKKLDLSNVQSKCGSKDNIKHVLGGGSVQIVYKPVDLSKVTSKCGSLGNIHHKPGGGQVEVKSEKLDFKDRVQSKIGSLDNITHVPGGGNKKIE
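In this qHTS, human K18 P301L tau is incubated with compound and heparin for 6 hr at 37 C, and Thioflavin T fluorescence then reports fibril load.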
L3MBTL1 block – qHTS Assay for the Inhibitors of L3MBTL1 | Lethal(3)malignant brain tumor-like protein 1 (Homo sapiens), Q9Y468 | AlphaScreen L3MBTL1–H3K9me1 peptide binding | Potency, µM (highest dose often 57.1 µM), for the others: top-dose activity, negative = inhibition, most hits filed as inhibitors | hit rate 0.66% among 230,000; also: nearly all actives have a fitted effect of over 60% in size
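First, the protein-peptide complex forms for 30 min at room temperature (L3MBTL1 50 nM, biotinylated H3K9me1 peptide 75 nM). Next, compounds are pin-transferred and incubated 30 min. Finally, AlphaScreen beads are added and read after 30 min.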
Tau fibril FP – qHTS for Inhibitors of Tau Fibril Formation, Fluorescence Polarization; Microtubule-associated protein tau (Homo sapiens), P10636; K18 P301L tau heparin fibrillization, Alexa594 FP, 6 h; Potency, µM (highest dose often 57.7 µM), for inactives: at the highest dose activity, negative = inhibition, usual class: inhibitors; hit rate 0.39% among 280,000; also: nearly all actives have a fitted effect of over 55% in size
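Recombinant K18 P301L […], labeled with Alexa 594 at 0.24 uM over 15 uM unlabeled; heparin inducer 20 uM final; 37 C, 6 hr; FP endpoint.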
An asterisk follows results filed as active; i = inactive; ? = inconclusive; · = no result given; & = joins results of further samples; [ ] = dose if it differs, or a comment. Unless noted, calls follow the shape of the dose curve; as a rule, active = well fitted curve in the direction sought with a large enough effect; inconclusive = small, poorly fitted or top-dose-only effect, or another doubt; inactive = no such curve, though single readings can be large; an effect the other way counts as inactive or inconclusive. Unless noted, % is scaled to controls: 0 for no effect and ±100 for the full control effect; potency is read from the fitted curve at half-maximal effect.

SMILES | RECQ1 inh | RGS12 GoLoco inh | TRb SRC2 PPI | TR SRC2 fluor cs | JMJD2E inh | Tau ThT inhib | L3MBTL1 block | Tau fibril FP
CC(C)[C@@]1(NC(=O)[C@H]2CC3c4cccc5[nH]cc(c45)C[C@H]3N(C)C2)O[C@@]2(O)C3CCCN3C(=O)[C@@H](Cc3ccccc3)N2C1=O (some centres not stated) | 1% | 12%&26% | 10%&4% | -3%&-1% | · | ? | · | ?
Cc1cc(=O)[nH]c(CCl)n1 | 15% | 4% | -1% | 1% | 17% | 1% | 4% | 2%
COc1ccc(C(=O)Nc2ccc(-c3nc4ccccc4s3)c(Cl)c2)cc1Cl | · | · | 4% | ? | · | 2% | · | ?
C(CCc1nn[nH]n1)CCc1nn[nH]n1 | i | 6% | -8% | 0% | 4% | 2% | 42%[activator] | -3%
C=C1C(=O)O[C@@H]2C[C@@H](C)[C@H]3C=CC(=O)[C@]3(O)C[C@@H]12 | ? | -1% | -4% | 1% | 8% | 16µM* | · | ?
O=C1NC(=S)NC(=O)C12C(c1ccc(F)cc1)NC(=S)NC2c1ccc(F)cc1 (configuration not stated) | -9% | -1% | 1% | -1% | 3% | -11% | · | 7%
O=C1CCN(C(=O)Cc2ccccc2[N+](=O)[O-])CC1 | -2% | 0% | 6% | 0% | -4% | 1% | · | -10%
COc1ccc(CCN)cc1 | 13% | 4% | 4% | 0% | · | -2% | · | -5%
C=C(C)[C@H]1CN[C@H](C(=O)O)[C@H]1CC(=O)O | -8%&-6% | 11%&0%&14% | 1%&-1%&5%&1% | -2%&-7%&-2%&-13% | -29% | -3%&-13% | · | 1%&12%
Cc1oc(-c2ccccc2)nc1CN1C(=O)CN=C(c2ccccc2)c2ccccc21 | -7% | -1% | 2% | -2% | 1% | -6% | -6% | -1%
CCC(C)N1C(=O)NC(=O)C2(Cc3c(ccc4ccccc34)N(C)C2)C1=O (configuration not stated) | -7% | -18% | -3% | -4% | -27% | 16µM* | -19% | ?
COc1ccc(/C=C2/C(=O)NC(=S)N(C3CC3)C2=O)cc1CN1C(=O)c2ccccc2C1=O | -17% | 26% | -1% | 1% | ? | ? | 3% | -8%
COc1cc(CN2CCN(c3cc(C)ccc3C)CC2)ccc1O | i | 2% | -3% | -4% | 5% | -1% | -5% | 0%
Cn1c(O)c(C=NC2CCCCC2)c(=O)[nH]c1=S | i | 17% | -1% | -3% | -9% | -5% | 5% | -5%
COC1(CS(=O)c2ccccc2)CCN(CCc2c[nH]c3ccc(F)cc23)CC1 (configuration not stated) | 1% | 14% | 2% | 0% | -3% | -3% | · | 1%
CCOP(=O)(OCC)C(NC(=O)C(C)C)C(Cl)(Cl)Cl (configuration not stated) | i | 8% | -3% | -1% | 3% | 0% | 9% | 3%
c1csc(CN2CCNCC2)c1 | -5% | 3% | -5% | -4% | 26% | 2% | 10% | 0%
O=C1NC(=O)N(CCc2ccc(F)cc2)C(=O)/C1=C\C=C\c1ccccc1 | -20% | 69%[activator] | 9% | 4% | -9% | 28µM* | · | ?
CCOP1(=S)Oc2cc3c(cc2C(C(=O)OC)(C(F)(F)F)O1)OCO3 (configuration not stated) | i | -2% | 2% | 0% | -9% | ? | · | -9%
COc1ccc2oc(=O)c(C(=O)NCCc3c(C)[nH]c4ccc(F)cc34)cc2c1 | · | · | 3% | 3% | · | ? | · | ?
O=c1c2ccccc2nc(/C=C/c2cccc3ccccc23)n1-c1ccccc1Cl | · | · | 0% | -2% | · | -2% | · | -14%
COc1cc2c(cc1OC)C(C)NCC2 (configuration not stated) | 2%&-17% | 2%&7% | -8%&-2% | 1%&2% | 5%&2% | 2%&4% | 8% | 0%&7%
Clc1ccc2ccccc2c1 | 5% | -7% | 3% | 1% | · | · | · | ·
Cc1ccc(N2C(=O)NC(=O)/C(=C\c3ccoc3)C2=O)cc1 | ? | 49%[activator] | 6% | 11% | -14% | ? | ? | -5%
NC1=C([N+](=O)[O-])C(c2ccc3c(c2)OCO3)c2c(c3ccccc3oc2=O)O1 (configuration not stated) | 10% | 2% | 8% | -1% | -20% | ? | · | -1%

A section of the results above, as a working copy:
SMILES | RECQ1 inh | RGS12 GoLoco inh | TRb SRC2 PPI | TR SRC2 fluor cs | JMJD2E inh | Tau ThT inhib | L3MBTL1 block | Tau fibril FP
CC(C)[C@@]1(NC(=O)[C@H]2CC3c4cccc5[nH]cc(c45)C[C@H]3N(C)C2)O[C@@]2(O)C3CCCN3C(=O)[C@@H](Cc3ccccc3)N2C1=O (some centres not stated) | 1% | 12%&26% | 10%&4% | -3%&-1% | · | ? | · | ?
Cc1cc(=O)[nH]c(CCl)n1 | 15% | 4% | -1% | 1% | 17% | 1% | 4% | 2%
COc1ccc(C(=O)Nc2ccc(-c3nc4ccccc4s3)c(Cl)c2)cc1Cl | · | · | 4% | ? | · | 2% | · | ?
C(CCc1nn[nH]n1)CCc1nn[nH]n1 | i | 6% | -8% | 0% | 4% | 2% | 42%[activator] | -3%
C=C1C(=O)O[C@@H]2C[C@@H](C)[C@H]3C=CC(=O)[C@]3(O)C[C@@H]12 | ? | -1% | -4% | 1% | 8% | 16µM* | · | ?
O=C1NC(=S)NC(=O)C12C(c1ccc(F)cc1)NC(=S)NC2c1ccc(F)cc1 (configuration not stated) | -9% | -1% | 1% | -1% | 3% | -11% | · | 7%
O=C1CCN(C(=O)Cc2ccccc2[N+](=O)[O-])CC1 | -2% | 0% | 6% | 0% | -4% | 1% | · | -10%
COc1ccc(CCN)cc1 | 13% | 4% | 4% | 0% | · | -2% | · | -5%
C=C(C)[C@H]1CN[C@H](C(=O)O)[C@H]1CC(=O)O | -8%&-6% | 11%&0%&14% | 1%&-1%&5%&1% | -2%&-7%&-2%&-13% | -29% | -3%&-13% | · | 1%&12%
Cc1oc(-c2ccccc2)nc1CN1C(=O)CN=C(c2ccccc2)c2ccccc21 | -7% | -1% | 2% | -2% | 1% | -6% | -6% | -1%

The list goes on:
SMILES | RECQ1 inh | RGS12 GoLoco inh | TRb SRC2 PPI | TR SRC2 fluor cs | JMJD2E inh | Tau ThT inhib | L3MBTL1 block | Tau fibril FP
O=C1NC(=O)C(C(CC(=O)c2ccccc2)c2ccccc2)C(=O)N1 (configuration not stated) | 5% | 14% | 3% | 1% | 19% | -9% | 0% | -3%
Cc1cc(/C=C2\C(=O)NC(=O)N(Cc3ccccc3Cl)C2=O)c(C)n1-c1ccc(C(=O)O)cc1 | ? | 46%[activator] | 0% | -1% | -19% | ? | 28µM* | ?
CC(=O)NC1C(OC(=O)Cc2ccccc2)OC(COC(C)=O)C(OC(C)=O)C1OC(C)=O (configuration not stated) | -6% | 0% | 0% | 1% | 9% | -2% | 0%[11.4 µM] | -2%
C/C(=N\N1CCCCCC1)c1c(O)n(C)c(=O)n(C)c1=O | 27% | 7% | -2% | -7% | 1% | 0% | · | -1%
CCN(CC)C(=O)N[C@@H]1C[C@@H]2c3cccc4[nH]cc(c34)C[C@H]2N(C)C1 | -12% | -9%&-34% | 1%&6% | 1%&2% | -8% | -15%&-12% | · | 6%&2%
Cc1ccc(-c2cc(-c3ccc(C)cc3)[n+](C)o2)cc1 | 1% | -9% | 3% | -1% | ? | 10% | 7% | -5%
O=c1ccc2c(O)c3ccoc3cc2o1 | -7% | -7% | 4% | -1% | -4% | ? | 30%[activator] | 14%
CCOP(=O)(OCC)c1nc(-c2ccc(Cl)cc2)oc1NCc1ccccc1 | 0% | 2% | -3% | -1% | ? | ? | · | 9%
CN1C2CCC1CC(OC(c1ccccc1)c1ccc(Cl)cc1)C2 (configuration not stated) | 0%&13% | 14%&7% | -5%&1% | -3%&0% | 5% | ? | · | 6%&-2%
CN1C2CCC1CC(OC(=O)CCN1CCCC1)C2 (configuration not stated) | 14% | 5% | -1% | -2% | 5% | 11% | · | -4%
Nc1nc2ccc(Cl)cc2c2nc(-c3ccco3)nn12 | 14% | 6%&-1%&10%&6% | -14%&4%&-2%&-14% | ? | ? | ? | · | ?
CCOC(=O)C1CCCN(c2ccc([N+](=O)[O-])c3nonc23)C1 (configuration not stated) | 28µM* | 16µM* | ? | 50µM*[fluorescent] | -5% | ? | -22% | ?
CNC(C)Cc1ccccc1Sc1ccc(O)cc1 (configuration not stated) | 0% | 1% | -11% | -2% | 7% | -7% | 5% | -3%
Cc1cccc(NC(=O)N2CCCC2)c1 | i | 9% | 3% | 0% | 4% | -4% | 1% | -7%
CN1CCN(c2nc(Cl)ncc2F)CC1 | -1% | -11% | 11% | 0% | -6% | -5% | · | 6%
O=[N+]([O-])c1ccc(NCc2ccccc2)c2nonc12 | 11µM* | 3.2µM* | -4% | 2% | -3% | -10% | 3% | 2%
CNS(=O)(=O)c1ccc(N=Cc2c(O)n(-c3ccc(C)cc3)c(=O)[nH]c2=O)cc1 | -9% | -4% | 4% | 0% | ? | · | · | 6%
CNC(=O)Oc1ccc2ncccc2c1 | -2% | 7% | 1% | -3% | 2% | -16% | 0% | -5%
C/C(=N\NC(=O)c1ccccc1)c1c(O)n(Cc2ccccc2)c(=O)[nH]c1=O | -6% | 5% | 8% | -2% | 25µM* | · | · | 0%
CCC(=Nc1cccc(C(F)(F)F)c1)c1c(O)n(C)c(=O)n(C)c1=O | -14% | -14% | 1% | 1% | 5% | -8% | 10% | 5%

Some of the entries so far, with tabs.
SMILES	RECQ1 inh	RGS12 GoLoco inh	TRb SRC2 PPI	TR SRC2 fluor cs	JMJD2E inh	Tau ThT inhib	L3MBTL1 block	Tau fibril FP
CNC(C)Cc1ccccc1Sc1ccc(O)cc1 (configuration not stated)	0%	1%	-11%	-2%	7%	-7%	5%	-3%
Cc1cccc(NC(=O)N2CCCC2)c1	i	9%	3%	0%	4%	-4%	1%	-7%

This is a subset; rates above refer to the full screens.
